Screening data (PubChem)
TAAR1 agonist = agonists of human TAAR1; Q96RJ0; CHO RD-HGA16 TAAR1, Fluo-8 calcium fluorescence; vehicle wells 0%, saturating PEA agonist 100%; activation, % at 3 µM; actives 0.99% (n = 360,000); AID 624467;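 active means activation above the mean activation of all test compounds in the run plus 3 SD, cut at about 38% in these data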
Target sequence (Q96RJ0 whole entry, looked up): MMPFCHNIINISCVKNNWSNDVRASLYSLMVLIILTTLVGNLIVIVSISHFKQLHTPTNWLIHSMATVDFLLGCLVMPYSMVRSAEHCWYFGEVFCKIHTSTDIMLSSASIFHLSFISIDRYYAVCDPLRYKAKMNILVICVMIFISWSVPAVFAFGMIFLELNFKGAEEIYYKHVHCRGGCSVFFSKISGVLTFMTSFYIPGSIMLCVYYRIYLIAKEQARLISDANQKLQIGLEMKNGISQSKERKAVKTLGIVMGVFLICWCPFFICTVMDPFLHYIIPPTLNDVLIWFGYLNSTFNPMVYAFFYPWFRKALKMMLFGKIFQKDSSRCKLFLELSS
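test system = CHO RD-HGA16 cells carrying human TAAR1 plus Gα16 | schedule = 17-24 h seeding, 75 min 37 °C dye, 30 min RT | compound dosing = 3 µM single concentration | control set = DMSO and PEA EC100 | replicates = n 1 | signal = Fluo-8 fluorescence, 5 s baseline then 140 s kinetic read | measure = percent activation vs PEA EC100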
V1aR counter = counter-screen for oxytocin receptor agonists: human V1a receptor agonists | activation, % at 3 µM | AID 2797 | actives 0.25% (n = 320,000) | CHO-V1R cells, Fluo-8 calcium fluorescence, agonist mode; 0% DMSO, 100% 3 nM vasopressin | P37288;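 active means activation above the mean activation of all tested compounds plus 3 SD, per screening run, cut at about 20% in these data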;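 further: signal is peak over basal fluorescence ratio across a 100 second FLIPR read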
Target sequence (P37288 whole entry, looked up): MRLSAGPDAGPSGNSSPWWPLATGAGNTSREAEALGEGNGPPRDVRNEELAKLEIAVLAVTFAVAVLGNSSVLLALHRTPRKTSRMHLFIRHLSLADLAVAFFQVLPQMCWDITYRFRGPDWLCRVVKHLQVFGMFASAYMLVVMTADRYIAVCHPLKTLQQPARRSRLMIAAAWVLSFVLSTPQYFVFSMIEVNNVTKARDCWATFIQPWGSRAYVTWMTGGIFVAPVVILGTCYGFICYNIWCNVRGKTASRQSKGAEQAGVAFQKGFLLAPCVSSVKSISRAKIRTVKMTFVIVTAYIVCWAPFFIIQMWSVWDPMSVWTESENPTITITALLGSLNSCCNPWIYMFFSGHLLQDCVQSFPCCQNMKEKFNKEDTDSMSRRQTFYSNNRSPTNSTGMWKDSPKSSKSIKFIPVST
OXTR ag = human OXTR agonism; CHO-OTR cells, Fluo-8 calcium fluorescence; normalized: DMSO 0%, oxytocin 100%; P30559; activation, % at 3 µM; actives 0.32% (n = 320,000);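 active means activation above the mean of all tested compounds plus 3 SD, cutoff set per screening run, cut at about 20% in these data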;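 further: peak over basal fluorescence ratio from a 100 s FLIPR kinetic read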
CHO parental Ca = signal in parental CHO cells, OX1R antagonist counter-screen. parental CHO-K1, ATP-induced calcium, Fluo-8 fluorescence. inhibition, % at 5.6 µM. actives 0.63% (n = 330,000);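 active means inhibition above that plate's mean sample inhibition plus 3 SD, cut at about 26% in these data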;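 further: 0% = ATP-challenged DMSO wells and 100% = DMSO wells without ATP; some compounds past the cut are filed as inactive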
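test system = CHO parental line | reagent = ATP stimulus | measured by = intracellular calcium via Fluo-8 no-wash fluorescent dye | control set = ATP and no-ATP DMSO wells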
CHRM1 PAM = human CHRM1 positive allosteric modulation. actives 0.088% (n = 360,000). CHO-K1 hM1, Fluo-8 calcium fluorescence, ACh EC20; 0% = ACh EC20, 100% = maximal ACh. AID 588819. P11229. activation, % at 3 µM; in the data active means activation above about 19%, passing the limit was not always enough
TAAR1 antagonist = human TAAR1 antagonism. Q96RJ0. CHO RD-HGA16 TAAR1, Fluo-8 calcium fluorescence, antagonist. inhibition, % at 3 µM. actives 1.5% (n = 360,000);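 active means inhibition above a per-plate cutoff, the mean inhibition of test compounds on that plate plus 3 SD, cut at about 49% in these data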;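 further: 0% = DMSO plus EC80 beta-PEA response and 100% = DMSO alone without agonist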
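Material: CHO RD-HGA16 cells bearing hTAAR1; compound dosing: one-point dosing, 3 µM nominal final; schedule: dye loading 75 min at 37 °C, then 30 min room temperature; measured by: calcium fluorescence with Fluo-8; control set: vehicle and agonist controls; replication: n of 1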
M1 antag = human CHRM1 antagonism. CHO-K1 hM1, Fluo-8 calcium fluorescence, ACh EC80 antagonist. inhibition, % at 3 µM. actives 1.3% (n = 360,000);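 active means percent inhibition above its own plate's cutoff, namely the mean of that plate's compound wells plus 3 SD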;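 further: peak over basal fluorescence ratio during 140 s after agonist addition; 0% = ACh EC80 plus DMSO and 100% = DMSO alone without agonist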
M1 ag = agonists of human M1 muscarinic receptor | P11229 | CHO-K1 hM1, Fluo-8 calcium fluorescence, agonist mode; 0% DMSO, 100% acetylcholine EC100 | activation, % at 3 µM | actives 0.33% (n = 360,000) | AID 588814;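 active means activation above the run's mean compound activation plus 3 SD, cut at about 16% in these data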;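 further: peak over basal fluorescence ratio within a 140 s kinetic read after compound addition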
OXTR potentiate = human OXTR potentiation; P30559; CHO-OTR cells, Fluo-8 calcium fluorescence, potentiator mode; 0% = oxytocin EC15, 100% = EC100; activation, % at 3 µM; actives 0.061% (n = 320,000); AID 2445;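 active means activation above that plate's cutoff, the mean activation of tested compounds plus 3 SD, cut at about 6.6% in these data, passing the limit was not always enough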;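 further: 100% uses oxytocin at 75 nM as the full agonist control; some results filed as inactive read as strong as hits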
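Material: CHO-OTR cells, human receptor; compound dosing: single dose, 3.0 µM nominal final compound concentration; schedule: 6 min compound pre-incubation at room temperature, 100 s kinetic read; measured by: kinetic Fluo-8 calcium fluorescence; read-out basis: % activation vs EC15 and EC100 oxytocin; controls: EC15 oxytocin alone as 0%, 75 nM oxytocin as 100%; replicates: singlicate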
* = called active by the depositor; / = not tested or not shown.

1. COc1ccccc1NC(=O)Cn1cncc1-c1ccc([N+](=O)[O-])cc1
2. N=c1oc2ccccc2cc1C(=O)Nc1cccc(F)c1
3. COC(=O)CCC(=O)Nc1ccc(S(=O)(=O)Nc2nc(C)cc(C)n2)cc1
4. Cc1cccc(C(=O)NN(C)c2nc(-c3ccccc3)nnc2C(F)(F)F)c1
5. CN1C(=O)S/C(=C/c2cccnc2)C1=O
6. COc1ccc(-c2noc3c2-c2nc(-c4cccc(C)c4)sc2CC3)cc1
screen / no. | 1 | 2 | 3 | 4 | 5 | 6
TAAR1 agonist | 11 | 1 | 0 | 11 | 4 | -1
V1aR counter | 2.2 | 5.5 | 0.5 | -0.2 | 0.7 | 0.2
OXTR ag | 2.1 | -0.9 | 0.2 | 0.6 | 0.7 | 0.1
CHO parental Ca | -2 | -7 | 0 | -3 | -2 | -23
CHRM1 PAM | 1 | 4 | 5 | 4 | 4 | 8
TAAR1 antagonist | -1 | -1 | 1 | 5 | 19 | 3
M1 antag | -4 | -7 | -10 | -2 | -8 | -9
M1 ag | -3 | -3 | -1 | -1 | -4 | -2
OXTR potentiate | -7 | -9 | -1 | 1 | -11 | -2

7. Oc1ccc(N=Cc2ccc(OCc3ccccc3)cc2)cc1
8. O=C(NCc1ccc(Cl)cc1)c1cccc(S(=O)(=O)N2CCCC2)c1
9. Cc1cc(NCc2cccnc2)nc(N)n1
10. [O-][n+]1onc2c1CCC(=N/O)/C2=N\Nc1ccccc1
11. O=C(C1CCN(S(=O)(=O)c2ccc(F)cc2)CC1)N1CCOCC1
12. O=C(Nc1ccc(CN2CCOCC2)cc1)c1cc2ccccc2o1
screen / no. | 7 | 8 | 9 | 10 | 11 | 12
TAAR1 agonist | 6 | 4 | 0 | / | 7 | 3
V1aR counter | -1.0 | 3.8 | 0.7 | 1.5 | 1.2 | 2.6
OXTR ag | -2.8 | 1.9 | 2.4 | -0.2 | 0.4 | 3.1
CHO parental Ca | -6 | -14 | -2 | -7 | -7 | -2
CHRM1 PAM | 2 | 0 | 8 | / | 3 | -5
TAAR1 antagonist | -2 | -29 | -13 | / | 18 | -2
M1 antag | -4 | -5 | -1 | / | -9 | 2
M1 ag | -5 | -6 | -7 | / | -3 | 2
OXTR potentiate | 4 | -7 | 0 | -2 | -10 | -1

13. C=CCNC(=O)c1onc(CCl)c1C(=O)OC
14. CCCNC(=O)C1Cc2cc(S(=O)(=O)N3CCCC3)ccc2N1C(C)=O (stereo not drawn)
15. O=C(CSc1nc2cc(Cl)ccc2o1)NC1CC1
16. Cc1cc(=O)n2nc(N3CCCC(C(=O)NCc4cccc(Br)c4)C3)sc2n1 (stereo not drawn)
17. COc1cc2ccccc2cc1C(=O)Nc1ccccc1N1CCN(S(C)(=O)=O)CC1
18. Cc1ccc(O)c(C(=O)CC(=O)c2ccc(Cl)cc2)c1
screen / no. | 13 | 14 | 15 | 16 | 17 | 18
TAAR1 agonist | 9 | 15 | 2 | 0 | 11 | 54*
V1aR counter | 0.3 | 0.5 | 1.9 | 0.2 | 1.4 | -1.1
OXTR ag | 0.5 | 0.5 | 1.8 | -1.3 | 0.6 | -1.6
CHO parental Ca | -5 | -16 | -13 | -23 | -7 | -21
CHRM1 PAM | 6 | 5 | 5 | 0 | -4 | 10
TAAR1 antagonist | -11 | -15 | -1 | -11 | 27 | 20
M1 antag | 4 | -10 | -7 | -7 | 17 | -11
M1 ag | -5 | -2 | -2 | -5 | -1 | -5
OXTR potentiate | -6 | -6 | -6 | -8 | -8 | -3

19. CCN1C(=NCc2ccco2)N[C@@H](c2cccc(C(F)(F)F)c2)C(C(=O)OC)=C1C
20. CCc1ccc(-c2nc(CSCC(=O)NCc3ccco3)c(C)o2)cc1
21. Cc1ccccc1NC(=O)c1nn(-c2ccc(F)c(F)c2)ccc1=O
22. CC(=O)Nc1ccc(S(=O)(=O)N2CCSCC2)cc1
23. COc1ccccc1N1CCN(C(=O)c2cc(N3C(=O)C4C5CCC(C5)C4C3=O)ccc2Cl)CC1 (stereo not drawn)
24. CCOC(=O)c1c(NC(=S)N2CCN(C)CC2)sc2c1CCN(C(=O)OCC)C2
screen / no. | 19 | 20 | 21 | 22 | 23 | 24
TAAR1 agonist | 1 | -4 | 0 | -2 | 11 | -1
V1aR counter | 1.3 | / | -0.9 | 2.0 | 4.3 | 2.1
OXTR ag | 5.9 | / | -0.3 | 1.6 | 2.8 | -3.0
CHO parental Ca | -20 | / | 2 | 3 | -25 | -12
CHRM1 PAM | 6 | 1 | 8 | 2 | -7 | 15
TAAR1 antagonist | 13 | -14 | -15 | 0 | 12 | -33
M1 antag | 2 | -5 | -7 | -2 | -1 | -12
M1 ag | -7 | -7 | -5 | 1 | -6 | 23*
OXTR potentiate | 0 | / | -6 | -1 | -15 | -9

25. CC1(c2cc([N+](=O)[O-])cc([N+](=O)[O-])c2)CC(C)(C)N(C(=O)c2ccccc2)c2ccccc21 (stereo not drawn)
26. O=c1cc[nH]c2ccc([N+](=O)[O-])cc12
27. COc1ccccc1NC(=O)Cc1noc(CN(C)Cc2cccs2)n1
28. Cc1cc(-c2nnc(CCC(=O)NC(C)c3ccccc3Cl)o2)no1 (stereo not drawn)
29. COc1cccc(NC(=O)c2ccc(C(=O)c3ccccc3)o2)c1
30. Cc1cccc(NC(=O)CN(CC2CCCO2)C(=O)c2oc3ccccc3c2C)c1C (stereo not drawn)
screen / no. | 25 | 26 | 27 | 28 | 29 | 30
TAAR1 agonist | -1 | 2 | 7 | 0 | 0 | 14
V1aR counter | -1.2 | -0.3 | 0.4 | 0.2 | -0.5 | 0.0
OXTR ag | -1.7 | 0.2 | -0.8 | -0.2 | -2.7 | -2.4
CHO parental Ca | -41 | -13 | -28 | -9 | 1 | -20
CHRM1 PAM | 1 | 4 | -2 | -6 | -2 | 0
TAAR1 antagonist | -18 | -13 | -13 | -10 | -3 | 32
M1 antag | -3 | 4 | 4 | 8 | 3 | 5
M1 ag | -3 | -1 | -5 | -7 | -5 | 0
OXTR potentiate | -12 | -7 | -10 | -9 | -14 | -8

31. Cc1cc(C)n(CC(=O)N/N=C/c2cccs2)n1
32. Cc1[nH]c(C)c(S(=O)(=O)NCc2ccc(Cl)cc2)c1C(=O)N1CCCC1
33. CN(C)S(=O)(=O)N1CCC(n2nccc2NC(=O)CCc2ccccc2)CC1
34. COc1ccc(C(=O)NCCC2=CCCCC2)cc1S(=O)(=O)N1CCOCC1
35. Cc1nnc(SC(=O)N2c3ccccc3Sc3ccccc32)s1
36. CCCCCCCN1C(Nc2ccccc2)=NC[C@@H]1Cc1ccccc1
screen / no. | 31 | 32 | 33 | 34 | 35 | 36
TAAR1 agonist | 10 | 0 | 1 | 8 | 18 | 31
V1aR counter | 0.2 | -0.2 | 1.0 | -0.4 | 2.9 | 6.6
OXTR ag | 1.0 | 0.0 | -0.2 | -1.2 | -0.3 | 7.6
CHO parental Ca | 1 | -15 | -6 | -20 | -1 | -22
CHRM1 PAM | -1 | 4 | 13 | 9 | -22 | -24
TAAR1 antagonist | 1 | -6 | -3 | -10 | -11 | 9
M1 antag | -9 | 5 | -18 | -7 | 17 | 25
M1 ag | -7 | 0 | 1 | -2 | -9 | -9
OXTR potentiate | 3 | -6 | -7 | -5 | -6 | -3

37. c1ccc2c(Nc3ccc4c(c3)OCCO4)c3c(nc2c1)CCC3
38. Cc1ccc(SCC(=O)Nc2ccc(N3CCOCC3)cc2)cc1C
39. ClC1(Cl)CC1Cn1cnc2ccccc21 (stereo not drawn)
40. CCC[C@H]1CC(=O)C=C(c2ccsc2)ON1C(=O)OC(C)(C)C
41. Cc1csc(SCCn2c(Br)nc3c2c(=O)[nH]c(=O)n3C)n1
42. COc1cc(NS(=O)(=O)c2ccc(NC(=S)NC(=O)c3ccc(Br)cc3)cc2)ncn1
43. N=c1c2c3c(sc2ncn1Cc1ccccc1)CCCC3
44. O=C(c1cn(Cc2ccccc2)nc1-c1ccccc1)N1CCN(c2ccccn2)CC1
45. COc1nc(NCCc2ccc(OC)c(OC)c2)nc(Nc2ccccc2)n1
screen / no. | 37 | 38 | 39 | 40 | 41 | 42 | 43 | 44 | 45
TAAR1 agonist | 3 | 4 | 3 | -2 | 10 | 3 | 1 | 5 | 4
V1aR counter | 3.0 | 0.9 | 2.8 | / | 0.9 | -0.1 | 4.0 | 0.8 | -0.9
OXTR ag | -1.1 | 1.1 | 0.1 | / | -0.4 | 2.1 | 2.0 | 0.3 | -2.7
CHO parental Ca | -5 | -6 | -5 | / | -5 | -11 | -18 | -31 | -19
CHRM1 PAM | -8 | 12 | 10 | -1 | -4 | 7 | 6 | -12 | 11
TAAR1 antagonist | -4 | -6 | -25 | -11 | 2 | 4 | -7 | 10 | 26
M1 antag | 7 | -11 | 4 | -9 | 8 | -11 | -7 | 25 | 6
M1 ag | -11 | -4 | -2 | -8 | -6 | -3 | -8 | -4 | 6
OXTR potentiate | -13 | -6 | -1 | / | -2 | 6 | -4 | -4 | -12
